IDE cell activ – human IDE activators in live cells, primary screen, fluorescence polarization, HEK cells, FAbeta-B substrate; actives 0.073% (n = 340,000); AID 493087, 2011; activation, % at 5.96 µM; FAbeta-B cleavage; 0% vehicle, 100% cell-free pure enzyme wells; Insulin-degrading enzyme (Homo sapiens), P14735;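 active means activation above the mean of all tested compounds plus 3 SD, set per screening campaign, cut at about 17% in these data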
Target sequence (P14735 whole entry, looked up): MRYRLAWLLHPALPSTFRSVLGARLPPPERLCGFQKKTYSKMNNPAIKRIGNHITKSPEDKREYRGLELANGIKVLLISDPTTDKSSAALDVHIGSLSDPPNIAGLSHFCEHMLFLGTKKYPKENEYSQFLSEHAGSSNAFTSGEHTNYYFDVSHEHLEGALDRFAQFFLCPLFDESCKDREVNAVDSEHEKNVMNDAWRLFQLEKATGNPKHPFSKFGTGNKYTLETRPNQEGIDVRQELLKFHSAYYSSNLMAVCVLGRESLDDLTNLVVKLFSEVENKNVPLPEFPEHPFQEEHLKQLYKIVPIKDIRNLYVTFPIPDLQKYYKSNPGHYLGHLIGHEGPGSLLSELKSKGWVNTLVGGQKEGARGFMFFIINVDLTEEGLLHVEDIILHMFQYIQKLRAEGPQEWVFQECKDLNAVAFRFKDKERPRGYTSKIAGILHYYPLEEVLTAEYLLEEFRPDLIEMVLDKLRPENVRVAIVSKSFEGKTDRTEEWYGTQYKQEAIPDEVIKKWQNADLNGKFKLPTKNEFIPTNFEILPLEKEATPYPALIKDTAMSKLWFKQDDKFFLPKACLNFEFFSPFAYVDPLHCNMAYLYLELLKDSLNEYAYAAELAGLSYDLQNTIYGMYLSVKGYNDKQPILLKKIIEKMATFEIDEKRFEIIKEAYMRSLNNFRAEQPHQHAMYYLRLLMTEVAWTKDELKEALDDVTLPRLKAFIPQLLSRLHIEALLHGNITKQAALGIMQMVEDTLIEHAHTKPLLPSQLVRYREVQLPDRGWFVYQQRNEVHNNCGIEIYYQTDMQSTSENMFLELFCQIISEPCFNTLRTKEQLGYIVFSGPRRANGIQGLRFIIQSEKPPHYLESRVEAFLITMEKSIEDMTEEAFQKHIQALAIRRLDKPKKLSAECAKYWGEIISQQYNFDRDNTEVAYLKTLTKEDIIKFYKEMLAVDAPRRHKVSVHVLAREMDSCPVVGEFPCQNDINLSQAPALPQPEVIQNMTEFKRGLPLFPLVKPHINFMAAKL
IDE cell inh – human IDE inhibitors in live cells, primary screen, fluorescence polarization, HEK cells, FAbetaB substrate; Insulin-degrading enzyme (Homo sapiens), P14735; FAbetaB cleavage; inhibition, % at 5.59 µM; actives 0.41% (n = 320,000); AID 434962, 2010;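 active means percent inhibition above the average of all tested compounds plus 3 SD, set per screening campaign, cut at about 16% in these data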;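 further: IDE supplied by intact live HEK cells; FP after avidin binding of uncleaved biotin substrate so inhibition keeps polarization high; 0% = DMSO wells and 100% = 60 µM reference IDE inhibitor Ii1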
The depositor's hits bear a star. The list is partial; the hit share may differ from the screen's.

SMILES	IDE cell activ	IDE cell inh
C#CCOCCOCCOCCNc1nc(N2CCN(C(=O)CCCCCCCCCCNC(=O)[C@H](CCCCN)n3cc(CCO)nn3)CC2)nc(N2CCN(C(=O)CCCCCCCCCCNC(=O)[C@H](CCCN=C(N)N)n3cc(C[C@@H](C)CC)nn3)CC2)n1	40*	1
O=C(COC(=O)c1ccccc1OCc1ccc(F)cc1)NCC1CCCO1 (stereo unspecified)	3	-3
CN(c1ccccc1)S(=O)(=O)c1cccc(NC(=O)COc2cccc([N+](=O)[O-])c2)c1	18*	4
C=C1CCN([C@@H](CC(C)C)C(=O)NCc2ccccc2)S(=O)(=O)c2ccccc21	2	0
O=C(CNS(=O)(=O)c1ccc2c(c1)OCCCO2)N1CCN(Cc2ccccc2)CC1	1	0
O=C(NCc1cccnc1)C(=O)Nc1cc2c3c(c1)CC(=O)N3CCC2	5	2
Cc1cc(NC(=O)C(C)SCC(=O)Nc2ccccc2C(C)(C)C)no1 (stereo unspecified)	6	4
COc1cccc(C(=O)NCC(c2cccs2)N2CCOCC2)c1 (stereo unspecified)	6	-1
O=C(Nc1ccc2c(c1)CCC2)c1cc(F)cc(F)c1	-1	0
Cn1c(SCC(=O)NNC(=O)c2ccccc2Br)nnc1C(F)(F)F	3	-1
COc1cc(C)ccc1NC(=O)Cc1csc(NC(=O)Nc2ccccc2OC)n1	0	-1
O=C1N[C@@H](Cc2ccccc2)COC(=O)[C@H](Cc2ccc(F)cc2)CC/C=C/C[C@@H]1CC(=O)N(CCO)Cc1ccccc1	8	5
Cc1cccc(C(=O)OC(C)C(=O)NCC2CCCCC2)c1O (stereo unspecified)	5	-2
COc1ccccc1CNC(=O)COC(=O)/C=C/c1ccc2ccccc2n1	2	-1
COc1ccc2c(c1)OC[C@H]1[C@H]2N2C(=O)CN(Cc3ccc(C)cc3)C(=O)[C@@]2(C)[C@H]1c1ccccc1	0	5
C/C(=N\NC(=O)c1ccc(O)cc1)c1ccc2c(c1)OCCO2	7	2
CC1=C(C(=O)OCc2ccccc2)C(c2ccc(Br)cc2)NC(=O)N1CCCCCC(=O)O (stereo unspecified)	38*	-2
Cc1ccc(Cc2nnc(SCC(=O)Nc3ccccc3)n(N)c2=O)cc1	0	2
CC1(C(=O)OCC(=O)NCc2ccc(Cl)cc2)CC1(Cl)Cl (stereo unspecified)	-5	0
Cc1ccc(-c2cc(C(=O)N3CCN(c4ccc(O)cc4)CC3)c3ccccc3n2)cc1	14	-1
COc1cccc(NC(=O)CN(C)CC(=O)NCc2ccc3c(c2)OCO3)c1	4	0
Cc1ccc(SCC(=O)OCC(=O)N(CC(C)C)c2c(N)n(Cc3ccccc3)c(=O)[nH]c2=O)cc1C	7	-5
Cc1cc(NC(=O)COc2ccc([N+](=O)[O-])cc2)no1	6	-4
CN(c1ccccc1)S(=O)(=O)c1cccc(C(=O)NCc2ccccc2CN2CCCC2)c1	4	2
Cc1cccc(NC(=O)c2ccc(-n3cncn3)c([N+](=O)[O-])c2)c1	-4	6

(continued)
SMILES	IDE cell activ	IDE cell inh
O=C(COc1coc(CN2CCN(c3ccccc3)CC2)cc1=O)Nc1cccc(F)c1	-1	4
C=C1c2c(Cl)ccc(O)c2C(O)=C2C(=O)[C@]3(O)C(O)=C(C(N)=O)C(=O)[C@@H](N(C)C)[C@@H]3[C@@H](O)C12 (stereo partly specified)	3	5
CCCOc1ccc(OC(=O)Cc2ccc(OC)c(S(=O)(=O)N3CCOCC3)c2)cc1	2	-1
CC1(c2ccccc2)NC(=O)N(CC(=O)N2CCN(S(=O)(=O)c3cccc([N+](=O)[O-])c3)CC2)C1=O (stereo unspecified)	1	2
CC1CCCCC1NC(=O)Cn1c(=O)cnc2ccccc21 (stereo unspecified)	0	13
CCC1(CC)NC(=O)N(CC(=O)OC(C)C(=O)Nc2ccc(Cl)cn2)C1=O (stereo unspecified)	3	-1
Cc1ccc(S(=O)(=O)NC(CC(C)C)C(=O)N2CCN(C/C=C/c3ccccc3)CC2)cc1 (stereo unspecified)	1	4
Cc1ccccc1C(=O)NCC(c1ccco1)N1CCc2ccccc2C1 (stereo unspecified)	3	-7
O=C(NC1CCCC1)C(c1ccccn1)N(C(=O)c1csnn1)c1ccccc1Br (stereo unspecified)	7	-2
Cc1cccc(C(C)n2nnc3ccccc32)c1O (stereo unspecified)	2	9
CCn1nnc2cc(C(=O)OCC(=O)N(C)Cc3cccc(F)c3)ccc21	2	0
Cc1nnc(SCC(=O)c2c[nH]c3ccccc23)n1C1CC1	-1	1
Cc1ccc(NC(=O)C2CCN(C(=O)c3ccc(F)cc3)CC2)nc1	3	4
CN(C)S(=O)(=O)c1cccc(NC(=O)COC(=O)C2CCN(C(=O)c3ccc(F)cc3)CC2)c1	1	1
C#CCCc1cscc1/C=[N+](\[O-])c1ccc(C(=O)OCC)cc1	2	1
CS(=O)(=O)c1ccc(NC(=O)c2ccccc2-n2cnnn2)cc1	1	0
CC(CCc1ccccc1)NC(=O)COC(=O)c1cccn1C (stereo unspecified)	3	0
O=C(CN1C(=O)NC2(CCOc3ccccc32)C1=O)c1ccc(Cl)cc1 (stereo unspecified)	2	2
Cc1cccc(C)c1NC(=O)CN(C)C(=O)CC1Sc2ccccc2NC1=O (stereo unspecified)	-2	-3
COc1cccc(SCc2noc(C(=O)NC(C)C)c2C(=O)NC(C)C)c1	4	0
O=C(Nc1ccc(S(=O)(=O)N2CCCC2)cc1)c1ccccc1	-4	-2
O=C1C=C(O)c2c(O)cc(O)c(O)c2C1=O	8	-4
CC(C)c1cccc(C(C)C)c1NC(=O)COC(=O)C1CCC1	1	-2
CCOC(=O)CN(C(=O)COC(=O)C1=NNC(=O)CC1)c1ccc(F)cc1	2	6
CC1CCCCC1NC(=O)CSc1nnc(-c2ccco2)n1C (stereo unspecified)	4	3

More structures follow:
SMILES	IDE cell activ	IDE cell inh
C[C@H](CO)N1C[C@H](C)[C@@H](CN(C)Cc2ccncc2)Oc2c(NC(=O)CCCCCC(=O)Nc3ccccc3N)cccc2C1=O	2	0
Cc1ccc(Cn2c(C(C)Nc3nc(-c4ccc(Cl)c([N+](=O)[O-])c4)cs3)nc3cc(C(F)(F)F)ccc32)cc1 (stereo unspecified)	8	-5
Cc1nc2ccc(NS(=O)(=O)c3c(F)cc(F)cc3Br)cc2s1	3	-3
OCC[C@H]1C[C@H](O)[C@@H](O)[C@]2(CCc3ccccc3O2)O1	2	4
COC(=O)[C@]1(Cc2ccccc2)N[C@H](CN(C)C(C)=O)[C@@H]2C(=O)N(C)C(=O)[C@@H]21	3	-2
COc1cc(C[C@@H](C)[C@@H](C)Cc2ccc(O)c(OC)c2)ccc1O	6	2
O=C(c1cc2ccccc2o1)N1CCN(c2ncccn2)CC1	4	3
CN(C)CCn1c2c(c(SCC(=O)Nc3ccc4c(c3)OCCO4)nc1=O)CCCC2	0	3
Cc1ccc(CC(=O)N2CCN(S(=O)(=O)c3ccccc3)CC2)cc1C	4	0
O=C1c2ccccc2S(=O)(=O)c2cc(C(=O)N3CCN(c4ccccc4)CC3)ccc21	0	-4
COc1ccc(-c2csc3ncnc(N4CCN(S(=O)(=O)c5ccc(C(C)=O)cc5)CC4)c23)cc1	0	8
Cc1ccc(CNC(=O)CSc2nc(=O)n3cccc(C)c3n2)cc1	-3	3
Cc1cc(C)cc(N(CCC#N)C(=O)CSc2n[nH]c(N)n2)c1	5	5
Cc1ccc(C)c(OCCC(=O)NNC(=O)c2ccccc2)c1	5	4
C=C[C@@]1(C)CC(=O)[C@]2(O)[C@@]3(C)[C@@H](O)CCC(C)(C)[C@@H]3[C@H](O)[C@H](OC(C)=O)[C@@]2(C)O1	9	-1
O=C(COc1coc(CN2CCN(c3ccccc3F)CC2)cc1=O)NCC1CCCO1 (stereo unspecified)	4	4
O=C(COc1ccc(-c2nnco2)cc1)NC1CCS(=O)(=O)C1 (stereo unspecified)	0	8
O=C1CCC(C(=O)Nc2cccc(S(=O)(=O)Nc3ccccc3F)c2)=NN1	-5	3
COc1ccc([N+](=O)[O-])cc1NS(=O)(=O)c1cc(C(=O)NCc2cccnc2)ccc1Cl	-2	1
Cc1ccc(C(=O)NC2CCN(Cc3ccccc3)CC2)cc1S(=O)(=O)N1CCOCC1	4	-3
CC1CCc2c(sc3ncnc(SCC(=O)N(C)C4CCS(=O)(=O)C4)c23)C1 (stereo unspecified)	0	3
CCOc1ccc(NC(=O)COC(=O)c2ccc3c(c2)OCO3)cc1	2	-2
COc1cc(/C=C/C(=O)OCC(=O)NNC(=O)c2cc(Cl)ccc2OC)ccc1O	0	0
COc1ccc(C(=O)N2CCN(S(=O)(=O)c3ccc4c(c3)OCCO4)CC2)cc1OC	4	-1
COc1ccccc1C(=O)NC(=O)CSc1ccc(C)c(C)c1	6	0

Quoted from the listing:
IDE cell activ with `CN(C)CCn1c2c(c(SCC(=O)Nc3ccc4c(c3)OCCO4)nc1=O)CCCC2` = 0
IDE cell inh with `Cc1ccc(Cn2c(C(C)Nc3nc(-c4ccc(Cl)c([N+](=O)[O-])c4)cs3)nc3cc(C(F)(F)F)ccc32)cc1` (stereo unspecified) = -5

Other results follow:
SMILES	IDE cell activ	IDE cell inh
O=C(Nc1cccc(S(=O)(=O)NC2=NCCC2)c1)c1ccc(=O)[nH]c1	1	-2
CCCCN(C(=O)c1ccc(N(C)S(=O)(=O)c2ccc(C)cc2)cc1)c1c(N)n(CCCC)c(=O)[nH]c1=O	0	0
CCOc1ccccc1OCCCC(=O)NNC(=O)c1nn(C)c(=O)c2ccccc12	1	-3
COc1cc(OC)cc(C(=O)Nc2cccc(-c3ccc(N4CCOCC4)nn3)c2)c1	-4	5
Cc1ccc(C)c(NC(=O)CN(C)C(=O)C2CCN(C(=O)Nc3ccccc3)CC2)c1	-1	7
COc1ccc(S(=O)(=O)N2CCCC2CNC(=O)C(=O)NC2CCCCCC2)cc1 (stereo unspecified)	3	2
Cn1c(SCC(=O)NC(=O)Cc2ccccc2)nnc1-c1ccc(F)cc1	5	6
COc1[nH]c2ccc(F)cc2c1C(=O)OCC1CCN(CCNS(C)(=O)=O)CC1	8	2
CN(C)S(=O)(=O)c1ccc(N2CCCC2)c(C(=O)NNC(=O)COc2ccccc2Cl)c1	-1	-1
CCOc1ccccc1N1CCN(C(=O)[C@@H]2CCCN2C2=NS(=O)(=O)c3ccccc32)CC1	7	5
C(#Cc1c(-c2ccsc2)sc2ccccc12)c1ccsc1	4	-2
COc1ccc(COC(=O)C2CCN(S(=O)(=O)c3ccc(F)cc3)CC2)cc1	5	-2
CN(Cc1ccc(OC(F)F)cc1)C(=O)c1ccc2c(=O)n3c(nc2c1)CCC3	-2	-1

Reformatted with the structure last: part of the list above.
IDE cell activ	IDE cell inh	Molecule
0	0	CCCCN(C(=O)c1ccc(N(C)S(=O)(=O)c2ccc(C)cc2)cc1)c1c(N)n(CCCC)c(=O)[nH]c1=O
1	-3	CCOc1ccccc1OCCCC(=O)NNC(=O)c1nn(C)c(=O)c2ccccc12
5	6	Cn1c(SCC(=O)NC(=O)Cc2ccccc2)nnc1-c1ccc(F)cc1
5	-2	COc1ccc(COC(=O)C2CCN(S(=O)(=O)c3ccc(F)cc3)CC2)cc1
-4	5	COc1cc(OC)cc(C(=O)Nc2cccc(-c3ccc(N4CCOCC4)nn3)c2)c1

Part of the list above, set out differently:
COc1ccc(S(=O)(=O)N2CCCC2CNC(=O)C(=O)NC2CCCCCC2)cc1 (stereo unspecified)
- IDE cell activ: 3
- IDE cell inh: 2

Cn1c(SCC(=O)NC(=O)Cc2ccccc2)nnc1-c1ccc(F)cc1
- IDE cell activ: 5
- IDE cell inh: 6

COc1[nH]c2ccc(F)cc2c1C(=O)OCC1CCN(CCNS(C)(=O)=O)CC1
- IDE cell activ: 8
- IDE cell inh: 2

CN(C)S(=O)(=O)c1ccc(N2CCCC2)c(C(=O)NNC(=O)COc2ccccc2Cl)c1
- IDE cell activ: -1
- IDE cell inh: -1

Bioassay records (PubChem)
